Bioassay records from PubChem BioAssay.
LDHA block: blocks human lactate dehydrogenase A; P00338; purified LDHA, NADH/diaphorase-resazurin fluorescence; hits give low values; activity change, % (values are at about 110 or 230 µM); 0.15% of 480,000 active; AID 1347041; in the data active means activity change below about -30%; inconclusive means mostly about -25% to -30%;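 further: plate controls were DMSO wells for no effect and wells without enzyme for full effect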
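Remaining NADH was detected by diaphorase (0.133 mg/mL) converting 37 µM resazurin to fluorescent resorufin, read at 0 and 20 minutes. The preceding 5-minute room-temperature reaction used 2 nM LDHA, 0.2 mM sodium pyruvate and 0.06 mM NADH at pH 7.4.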
Pol iota inh: blocks human DNA polymerase iota activity. Q9UNA4. Pol iota fluorescent replication assay, 10 min. Potency, µM (titrated, usually from 115 µM), inactives show at the top dose activity, negative = inhibition, usual class: inhibitors. 1% of 390,000 active. AID 588590; further: potency means the concentration at half of the fitted maximal effect
Target sequence (Q9UNA4 whole entry, looked up): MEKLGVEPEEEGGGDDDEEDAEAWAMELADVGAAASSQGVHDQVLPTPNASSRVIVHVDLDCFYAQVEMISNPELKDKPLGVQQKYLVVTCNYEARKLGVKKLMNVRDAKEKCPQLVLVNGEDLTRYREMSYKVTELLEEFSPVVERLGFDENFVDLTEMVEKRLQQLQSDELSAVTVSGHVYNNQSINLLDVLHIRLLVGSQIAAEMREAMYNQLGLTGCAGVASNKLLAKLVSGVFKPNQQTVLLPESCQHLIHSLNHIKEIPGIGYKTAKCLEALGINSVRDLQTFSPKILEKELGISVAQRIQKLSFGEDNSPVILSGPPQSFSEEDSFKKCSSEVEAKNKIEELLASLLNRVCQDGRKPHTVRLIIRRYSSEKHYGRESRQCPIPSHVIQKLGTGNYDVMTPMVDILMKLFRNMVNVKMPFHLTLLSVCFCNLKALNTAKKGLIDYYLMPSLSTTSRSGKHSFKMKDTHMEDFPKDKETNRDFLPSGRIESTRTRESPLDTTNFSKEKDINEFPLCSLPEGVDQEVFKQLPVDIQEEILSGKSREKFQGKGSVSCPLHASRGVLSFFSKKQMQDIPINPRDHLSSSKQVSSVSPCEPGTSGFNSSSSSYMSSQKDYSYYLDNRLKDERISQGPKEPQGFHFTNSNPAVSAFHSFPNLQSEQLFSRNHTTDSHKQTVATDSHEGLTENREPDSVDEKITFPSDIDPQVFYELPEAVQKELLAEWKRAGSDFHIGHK
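Pol iota at 10 nM preincubated 15 min with compounds at room temperature; reaction started with fluorescent substrate, 50 nM final. Fluorescence read kinetically at 0 and 10 min; buffer-only wells as negative control.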
POLH inh: DNA polymerase eta (human) inhibition; Potency, µM (doses to about 114 µM), inactives show at the top dose activity change, negative = inhibition, most hits filed as inhibitors; Q9Y253; recombinant Pol eta, fluorescent DNA replication assay; 1.2% of 390,000 active; AID 588591; further: potency means the concentration at half of the fitted maximal effect; on the % scale 0 is the no-effect control and ±100 the full control effect
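Fluorescent replication assay: 50 nM final substrate added after a 15 min room-temperature compound preincubation with 10 nM enzyme. Signal taken at 0 min and again at 10 min.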
APEX1 inh: inhibitors of human APE1 endonuclease; P27695; recombinant APE1, TAMRA/BHQ-2 abasic DNA cleavage fluorescence; Potency, µM (doses to about 65.8 µM), for the others: top-dose activity change, negative = inhibition, actives largely listed as inhibitors; 0.35% of 350,000 active;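 further: potency means the concentration at half of the fitted maximal effect; plate controls were vehicle for no effect and reference inhibitor for full effect; nearly all actives have a fitted effect of over 55% in size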
Target sequence (P27695 whole entry, looked up): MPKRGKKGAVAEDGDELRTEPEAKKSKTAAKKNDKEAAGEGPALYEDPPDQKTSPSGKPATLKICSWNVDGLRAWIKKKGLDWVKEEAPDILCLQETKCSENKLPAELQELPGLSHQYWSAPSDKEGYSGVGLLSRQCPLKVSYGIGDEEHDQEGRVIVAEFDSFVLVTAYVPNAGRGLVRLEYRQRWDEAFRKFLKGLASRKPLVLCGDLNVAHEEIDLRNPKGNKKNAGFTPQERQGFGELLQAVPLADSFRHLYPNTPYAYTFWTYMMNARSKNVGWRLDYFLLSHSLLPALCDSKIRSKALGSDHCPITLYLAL
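APE1 at 0.75 nM preincubated 15 min at room temperature with compound. Reaction then started with 50 nM double-stranded THF-abasic substrate labelled with TAMRA/BHQ-2, and 525/598 nm fluorescence read kinetically. Activity taken as third-minus-first read difference, normalized to DMSO and NSC13755 controls.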
Anesthetic bind: binds horse apoferritin like a general anesthetic; apoferritin/1-aminoanthracene competitive binding, fluorescence; Potency, µM (doses to about 77.5 µM), inactives show at the highest dose activity change, negative = displacement, hits mostly inhibitors; 0.074% of 350,000 active; further: potency means the concentration at half of the fitted maximal effect; on the % scale 0 is the no-effect control and ±100 the full control effect; nearly all actives have a fitted effect of over 20% in size
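In PBS, apoferritin at 10 uM is loaded with 1-AMA from a 50% saturated solution. After 10 min of compound exposure at ambient temperature, reduced 535 nm fluorescence indicates probe displacement.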
POLB inh: inhibitors of human DNA polymerase beta | P06746 | Pol beta primer extension/strand displacement, fluorescence kinetic | Potency, µM (titrated, usually from 114 µM), inactives show at the top dose activity change, negative = inhibition, most hits filed as inhibitors | 1.3% of 340,000 active | AID 485314; further: potency means the concentration at half of the fitted maximal effect; on the % scale 0 is the no-effect control and ±100 the full control effect
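Kinetic readout of DNA synthesis with strand displacement by Pol beta. Compound and 10 nM enzyme sit 15 min at room temperature; 50 nM substrate starts the reaction, read immediately and at 10 min.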
Pol kappa inh: inhibitors of human DNA polymerase kappa; Q9UBT6; purified Pol kappa, fluorescent DNA synthesis assay, 10 min; Potency, µM (top dose mostly 107 µM), for inactives: at the highest dose activity, negative = inhibition, actives largely listed as inhibitors; 0.53% of 400,000 active; further: potency means the concentration at half of the fitted maximal effect; on the % scale 0 is the no-effect control and ±100 the full control effect
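Kinetic fluorescence readout at 0 and 10 min followed reaction start with substrate at 50 nM final. Beforehand, enzyme (10 nM Pol kappa) stood 15 min with compound at room temperature; buffer-only wells were negative controls.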
BLM inh: inhibitors of human Bloom syndrome helicase BLM | 0.2% of 350,000 active | Potency, µM (titrated, usually from 56.1 µM), for inactives: top-dose activity change, negative = inhibition, usual class: inhibitors | P54132 | recombinant BLM DNA unwinding, fluorescence dequenching;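 further: potency means the concentration at half of the fitted maximal effect; plate controls were vehicle for no effect and no enzyme for full effect; nearly all actives have a fitted effect of over 35% in size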
GRP78 ERSR act: induces the endoplasmic reticulum stress response in human glioma cells. Potency, µM, for the others: at the highest dose activation, hits mostly activators. 0.02% of 420,000 active. AID 602332. U87-MG GRP78 promoter luciferase reporter, 16 h; further: potency means the concentration at half of the fitted maximal effect; series mostly up to about 76 µM; % of control where 0% means no effect; nearly all actives have a fitted effect of over 35% in size
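Stably transfected U87-MG human glioma cells carrying a GRP78-based luminescent sensor were seeded at 1000 cells/well, pin-dosed with compounds and incubated 16 h. Luciferase reagent was then added, and end-point luminescence was read after 10 min at room temperature.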
* marks the source's active call; other numbers are inactive results; ? = inconclusive; / = no result given; & = joins results of further samples; [ ] = another dose, or the depositor's remark. Unless noted, the call rests on the fitted dose curve; in most records, active means well fitted curve in the direction sought with a large enough effect; inconclusive means small, poorly fitted or top-dose-only effect, or another doubt; inactive means no such curve, though single readings can be large; an effect the other way counts as inactive or inconclusive. This is a subset; rates above refer to the full screens.

SMILES	LDHA block	Pol iota inh	POLH inh	APEX1 inh	Anesthetic bind	POLB inh	Pol kappa inh	BLM inh	GRP78 ERSR act
CCc1c(C(=O)OC)ncc2[nH]c3cc(OC)c(OC)cc3c12	/	?	?	-9%&-10%	/	?	-1%[19.4 µM]	/	-4%
O=S(=O)(Nc1ccc2[nH]ncc2c1)c1ccccc1Cl	6	38%[activator]	-5%	8%	?	16%	-4%	-1%	-4%
CC[C@@H]1CN2CC[C@@H]1C[C@H]2[C@H](O)c1ccnc2ccc(OC)cc12	/	/	/	-7%	/	/	-10%[19.4 µM]	-5%	-3%
Oc1cc(Cl)ccc1Oc1ccc(Cl)cc1Cl	-3	?	-19%	-2%	?	/	-13%	-6%	-7%&-2%&-6%
Cc1cccc(OCC(=O)Oc2ccc(Cl)cc2)c1	-13	60%[activator]	-16%	/	/	/	-10%	/	-2%
C(=NC12CN3CN(CN(C3)C1)C2)c1cccnc1	-10	8%	-5%	-2%	-3%	-10%	-6%	-14%	-2%
Cc1oc(-c2cccc(Cl)c2)nc1CN1CCC(C(=O)NCCCN2CCN(c3ccc(F)cc3)CC2)CC1	0	-9%	1%	/	50%[activator]	5%	-10%	-2%	-2%
O=C(Cc1ccc(Cl)cc1)NCCN1CCN(C(=O)Cc2ccc(Cl)cc2)CC1	1	33%[activator]	-13%	6%	-3%	42%	9%	-1%	3%
CC(C)(C)C(=O)O[C@H]1CC[C@@]2(C)C(=CC(=O)C3C2CC[C@]2(C)C(=O)[C@@H](F)CC32)C1 (stereo partly drawn)	-5	110%[activator]	-24%	12%	/	/	-7%	/	-5%
COC1C(O)C(C)O[C@H](OC2CC[C@@]3(C=O)C4CC[C@]5(C)C(C6=CC(=O)OC6)CC[C@@]5(O)C4CC[C@@H]3C2)C1O (stereo partly drawn)	/	/	/	-1%	3%	/	-3%[60.1 µM]	-9%	-7%
O=c1[nH]c(O)c(C=Nc2ccccc2[N+](=O)[O-])c(=O)[nH]1	/	/	/	-3%	4%	-10%	/	-1%	/
COc1ccc(CN2C(=O)NC(=O)/C(=C\c3ccc(OC)c(OC)c3OC)C2=O)cc1	-7	-23%	-4%	4%	?	-16%	-8%	-3%	-5%
Cc1c(C=O)c2ccccc2n1Cc1ccccc1F	-5	124%[activator]	-16%	21%	-15%	35%	-29%	-3%	0%
O=C(NCCCl)Nc1ccccc1NS(=O)(=O)c1cccs1	2	68%[activator]	-27%	41%	/	/	-6%	/	-3%
COc1ccc(-n2c(O)c(C(C)=NC3CC3)c(=O)[nH]c2=O)cc1	-6	14%	-12%	0%	2%	4%	-16%	-4%	-3%
CCCCC/C=C\C/C=C\C/C=C\C/C=C\CCCC(N)=O	/	/	/	-4%&14%&-8%	-10%	/	2%[19.4 µM]	-5%&0%	-1%
Cn1cccc1CNCCc1ccc(F)cc1	2	16%	-3%	13%	-7%	-1%	-28%	0%	-3%
CCOC(=O)c1c(NC(=O)C(c2ccccc2)c2ccccc2)sc2c1C1CCN2CC1	5	2%	-13%	-9%	8%	?	-4%	-11%	-3%
CNCC(O)c1cc(OCc2ccccc2)c(OCc2ccccc2)cc1F (stereo not drawn)	3	15%	-13%	/	/	/	10%	/	-5%
C[C@@H]1OC(=O)[C@H]2C[C@H]3CCCC[C@@H]3[C@@H](/C=C/[C@H]3CCC[C@H](C)N3C)[C@@H]12	/	/	/	0%	0%	/	5%[19.4 µM]	/	-3%
COC(=O)Cn1cc(C(=O)c2ccccc2F)c2ccccc21	-5	80%[activator]	-15%	3%	-11%	31%	-2%	-8%	-5%
O=C1C2CCCN2C(c2ccccc2)N1c1ccccn1 (stereo not drawn)	-1	-3%	-2%	0%	-10%	4%	-3%	2%	-5%
COC(=O)C1=C(c2ccc(S(C)(=O)=O)cc2)C[C@@H]2CC[C@H]1N2C(=O)N1CCCC1	-9	-6%	-5%	/	/	/	7%	/	-4%
O=C1NC(=O)C2(Cc3ccccc3N3CCCC32)C(=O)N1c1ccccc1 (stereo not drawn)	4	?	11%	1%	4%	0%	?	1%	-2%
CCCCCn1cc(C(=O)C(=O)N2CCOCC2)c2ccccc21	-14	64%[activator]	-16%	8%	-4%	12%	-8%	2%	5%
CN(C)c1ccc(/C=C/c2cc[n+](C)c3ccccc23)cc1	16&6&3	79µM*	?	2%	?	?	?	7%	-10%&-8%&-8%&-7%
O=C(O)c1ccccc1Cc1ccccc1	/	/	/	-3%	7%	/	15%[60.1 µM]	1%	-6%
O=C1NC(=O)C(CCc2ccncc2)(CCc2ccncc2)C(=O)N1C1CCCCC1	-3	6%	-12%	19%	-12%	24%	-7%	-6%	-5%
CC(=O)O[C@@H]1[C@@H](O)C2OC3C=C(C)C(=O)[C@@H](O)[C@]3(CO)C1(C)C21CO1 (stereo partly drawn)	/	/	/	0%	4%	/	10%[60.1 µM]	-2%	-5%
CCN1CCN(C(=O)COc2ccc(S(=O)(=O)NC(C)C)cc2)CC1	-6	36%[activator]	-2%	20%	2%	?	0%	7%	-1%
O=c1c2ccccc2nc(N2CCCC2)n1-c1ccc(Cl)cc1	-7	1%	-9%	-4%	-9%	39%	-9%	-6%	-1%
O=c1[nH]c(=O)n(-c2cccc3ccccc23)c(O)c1/C=N/N1CCCCC1	-4	168%[activator]	-9%	2%	-14%	?	-4%	-1%	-4%
CC(c1nccs1)N(C)C(=O)c1cn(Cc2cccc3ccccc23)nn1 (stereo not drawn)	-2	38%[activator]	-4%	51%[activator]	-18%	-1%	-8%	5%	9%
CCOc1ccc(N2C(=O)NC(=O)/C(=C\c3cc(OC)c(OC)cc3[N+](=O)[O-])C2=O)cc1	-3	?	-5%	-2%	-17%	16%	-18%	-7%	0%
Cc1ccccc1Cn1cccc(C(=O)Nc2cc(Cl)ccc2C#N)c1=O	-2	0%	-1%	/	0%	-2%	-6%[60.1 µM]	2%	-3%
CC1CC(NC(=O)C2C3CCC(O3)C2C(=O)O)CC(C)(C)C1 (stereo not drawn)	-10	0%	-1%	6%	-13%	-2%	1%	-5%	0%
CC(Cc1ccccc1)N1Cc2ccccc2C1 (stereo not drawn)	-1	-8%	-3%	14%	-10%	25%	3%	-4%	-2%
Cc1nc2ccc(N3CCN(C)CC3)cc2nc1C	-2	57%[activator]	-5%	-2%	650%[activator]	1%	-7%	3%	4%
Fc1ccccc1CCNCc1cccc(Cl)c1Cl	-8	-2%	-1%	8%	?	19%	-2%	-1%	2%
CNC(=S)N/N=C1\C2CN3CCN(C2)CC1(c1ccccc1)C3	-11	14%	-20%	1%	6%	-8%	-3%	3%	-1%
Cc1cc(C)n(-c2ccc(NN=C(C#N)C#N)cc2)n1	-17	?	-16%	-2%	-10%	7%	-11%	-10%	-1%
CCN(CC)C(=O)N[C@H]1C[C@@H]2c3cccc4[nH]cc(c34)C[C@H]2N(C)C1	-14	?	-2%	-2%&-3%	-3%	1%	?	-9%	-3%
COP(=O)(NC(=O)C(Cl)(Cl)Cl)OC	-7	18%	-4%	?	38%[activator]	-1%	-17%	0%	8%
CN(C)CCSCc1nnc2n1-c1ccc(Cl)cc1C(c1ccccc1Cl)=NC2	-2	43%[activator]	-12%	/	/	/	3%	/	-12%
CC1CN=C(NC(C)c2ccccc2)S1 (stereo not drawn)	-10	21%	-2%	14%	-7%	-1%	-4%	-13%	0%
Cc1cc([P+](=O)O)c(C)n1-c1ccc(Br)cc1	-7	1%	9%	1%	-8%	19%	3%	-2%	-3%
CCOC(=O)C(O)(c1ccc(NC(=S)NC(=O)c2ccc(Cl)cc2Cl)c(C)c1)C(F)(F)F (stereo not drawn)	0	78%[activator]	-24%	?	?	-10%	-8%	-11%	2%
C=CCN1CC[C@]23c4c5ccc(O)c4OC2[C@H](O)CC[C@@]3(O)[C@H]1C5 (stereo partly drawn)	1	?	-16%	14%	/	/	?	/	-4%
C=C1[C@H]2C[C@H]3[C@H]4N5C[C@]6(C)CCC[C@]47[C@H]([C@H]2O)[C@]3(C[C@]5(O)[C@H]67)[C@@H]1O	-13	-5%	-12%	/	/	/	-4%	/	-2%
CN1CCN(C(=O)COc2ccc(S(=O)(=O)NC3CCCCC3)cc2Cl)CC1	-2	42%	-21%	8%	-12%	0%	-12%	-9%	0%
CN1CN(c2cccc([N+](=O)[O-])c2)CN=C1N[N+](=O)[O-]	-5	27%	-4%	2%	-6%	9%	-17%	-2%	-4%
COCCOC(=O)c1c(N)n(Cc2ccccc2)c2nc3ccccc3nc12	6	20%	-14%	-7%	473%[activator]	1%	-11%	-5%	1%
COc1ccc(CC(=O)N(CCN(C)C)CC2CCCN(Cc3ccccc3F)C2)cc1 (stereo not drawn)	-6	11%	-8%	3%	-12%	29%	-4%	5%	-5%
COc1ccc(CNCCc2ccc3c(c2)OCO3)cc1Br	-15	1%	-19%	-11%	-5%	10%	-7%	-13%	-9%
O=[N+]([O-])c1ccc(N2CCCCCC2)c2nonc12	0	28µM*	?	-55%	-19%	20µM*	?	-22%	1%
COC(=O)c1ccccc1NC(=O)c1cccn(Cc2cccc(Cl)c2)c1=O	-9	-3%	-15%	/	-16%	54%[activator]	-7%[60.1 µM]	-10%	-3%

Grouped by structure, the entries above with a cyano group.
SMILES	LDHA block	Pol iota inh	POLH inh	APEX1 inh	Anesthetic bind	POLB inh	Pol kappa inh	BLM inh	GRP78 ERSR act
Cc1ccccc1Cn1cccc(C(=O)Nc2cc(Cl)ccc2C#N)c1=O	-2	0%	-1%	/	0%	-2%	-6%[60.1 µM]	2%	-3%
Cc1cc(C)n(-c2ccc(NN=C(C#N)C#N)cc2)n1	-17	?	-16%	-2%	-10%	7%	-11%	-10%	-1%

Whole records from above. Values in the order: LDHA block | Pol iota inh | POLH inh | APEX1 inh | Anesthetic bind | POLB inh | Pol kappa inh | BLM inh | GRP78 ERSR act
`CN1CCN(C(=O)COc2ccc(S(=O)(=O)NC3CCCCC3)cc2Cl)CC1` reads -2 | 42% | -21% | 8% | -12% | 0% | -12% | -9% | 0%
`COc1ccc(CC(=O)N(CCN(C)C)CC2CCCN(Cc3ccccc3F)C2)cc1` (stereo not drawn) reads -6 | 11% | -8% | 3% | -12% | 29% | -4% | 5% | -5%
